# Screening data: PubChem, several laboratories
# KCNK3 block – human KCNK3 channel inhibitors, primary screen, CHO cells, FluxOR thallium flux, B-score. FluxOR fluorescence; active compounds read low. B-score at 10 µM. actives 0.84% (n = 340,000). AID 602410, 2012;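 active = B-score under library mean minus 4 SD, starting fluorescence ratio at most library mean plus 5 SD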;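 note: more negative B-score means stronger inhibition of thallium flux through KCNK3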
# GSK3B inh – human GSK3beta kinase inhibitors, primary screen, biochemical, cell-free homogeneous, HTS | activity score (negative = inhibition), % at 10 µM | GST-GSK3beta kinase, ADP-Glo luminescence, 60 min; active compounds read low | actives 0.038% (n = 300,000);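 active = more than half of replicate wells score below -50%, meaning over 50% inhibition versus plate controls; inconclusive = some replicates but at most half score below -50%; inactive = no replicate scores below -50%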;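 note: 0% = median DMSO wells and -100% = median GW8510 positive control wells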
# Target sequence (P49841 whole entry, looked up): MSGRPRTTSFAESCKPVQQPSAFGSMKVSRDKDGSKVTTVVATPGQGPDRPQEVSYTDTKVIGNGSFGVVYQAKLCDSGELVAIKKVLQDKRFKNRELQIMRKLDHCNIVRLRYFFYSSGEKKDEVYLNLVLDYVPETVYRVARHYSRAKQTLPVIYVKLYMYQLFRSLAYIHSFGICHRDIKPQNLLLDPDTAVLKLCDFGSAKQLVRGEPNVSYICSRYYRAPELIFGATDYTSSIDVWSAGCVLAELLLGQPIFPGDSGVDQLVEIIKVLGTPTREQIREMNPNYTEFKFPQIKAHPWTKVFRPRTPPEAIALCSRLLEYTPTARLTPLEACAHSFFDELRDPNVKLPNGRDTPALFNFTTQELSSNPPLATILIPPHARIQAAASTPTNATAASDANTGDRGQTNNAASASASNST
#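 Test system: GST-tagged human GSK3beta kinase, cell-free; evaluation: activity score scaled between in-plate DMSO and GW8510 controls; measured by: ADP-Glo luminescence; incubation: 60 min reaction, RT; benchmarks: DMSO and 20 µM GW8510; reagent: peptide substrate plus 25 µM ATP (final); medium: Tris/MgCl2 kinase buffer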
# KCNQ1 block – inhibitors of human KCNQ1 channel, primary screen, cell-based, thallium flux, high-throughput; actives 1.3% (n = 310,000); B-score at 10 µM; Potassium voltage-gated channel subfamily KQT member 1 (Homo sapiens), P51787; CHO-K1 KCNQ1, FluxOR thallium flux fluorescence; active compounds read high;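 active = compounds whose thallium flux B-score, printed positive for inhibition, exceeds three library SD while starting fluorescence stays within three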;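 note: channel opened by potassium depolarization with thallium stimulus after 20 min compound exposure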
# hERG protect – hERG rescue from dofetilide block, primary screen, cell-based, CHO-hERG, FluxOR thallium flux, dofetilide IC70; actives 0.51% (n = 310,000); dofetilide IC70 present; activation (rescue from dofetilide block), less the hit threshold, % at 10 µM; Voltage-gated inwardly rectifying potassium channel KCNH2 (Homo sapiens), Q12809;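 active = activation above the mean of controls blocked by dofetilide plus 5 SD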;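 note: thallium influx through hERG after potassium depolarization seen as dye fluorescence rise; in these data hits start at about 4.7%; inactives centre near -7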
# HDAC3 inh – HDAC3 deacetylase inhibitors, primary screen, biochemical, fluorescence, cell-free homogeneous; actives 0.15% (n = 320,000); inhibition, % at 8.3 µM; Histone deacetylase 3 (Homo sapiens), O15379; recombinant HDAC3, fluorogenic peptide/trypsin coupled; in the data active = inhibition above about 26%, passing the limit was not always enough; inconclusive = no clear call, values can overlap the other calls
# Target sequence (O15379 whole entry, looked up): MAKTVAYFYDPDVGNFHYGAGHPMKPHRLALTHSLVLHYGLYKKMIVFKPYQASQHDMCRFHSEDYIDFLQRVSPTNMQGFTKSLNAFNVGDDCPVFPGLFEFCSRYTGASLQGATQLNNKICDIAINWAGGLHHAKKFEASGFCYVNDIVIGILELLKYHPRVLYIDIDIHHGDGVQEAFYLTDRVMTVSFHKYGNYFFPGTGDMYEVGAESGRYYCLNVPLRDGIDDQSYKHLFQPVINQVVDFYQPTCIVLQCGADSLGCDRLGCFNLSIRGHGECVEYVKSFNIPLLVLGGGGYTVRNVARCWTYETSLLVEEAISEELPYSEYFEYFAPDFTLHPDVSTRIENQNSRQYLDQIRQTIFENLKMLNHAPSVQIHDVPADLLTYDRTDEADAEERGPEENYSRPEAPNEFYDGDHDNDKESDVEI
# Dyrk1A ADPGlo – rat Dyrk1A kinase inhibitors, primary screen, biochemical, single point, plate reader | inhibition, % at 12.5 µM | Dual specificity tyrosine-phosphorylation-regulated kinase 1A (Rattus norvegicus), Q63470 | ADP-Glo luminescence, NFATc1 peptide | actives 0.43% (n = 310,000) | AID 504441, 2011; in the data active = inhibition above about 50%;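 note: plate controls were vehicle with enzyme for no effect and no enzyme for full effect; many of its hits are not listed in these tables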
# RGS4 pot – RGS4 potentiators or activators, primary screen, cell-based, HEK293 M3R inducible RGS4, calcium flux; carbachol calcium flux Fluo4; active compounds read low; B-score at 10 µM; actives 0.92% (n = 310,000);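 active = B-score of the integrated calcium signal more than 4 SD below the library mean, with starting fluorescence not abnormally high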;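 note: negative B-score means reduced calcium response which marks RGS4 activation or potentiation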
#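 Material: M3R-expressing HEK293 line, RGS4 induced by doxycycline | Schedule: Overnight RGS4 induction, 30 min dye load 37 °C, 20 min compound RT | Measured by: Fluo4 fluorescence kinetic imaging of calcium | Read-out: Integrated calcium ratio converted to B score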
# KCNQ1 act – potentiators or activators of KCNQ1 channel, primary screen, cell-based, thallium flux, high-throughput; CHO-K1 KCNQ1, thallium flux FluxOR fluorescence; active compounds read high; B-score at 10 µM; actives 0.35% (n = 310,000); AID 2648, 2010;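 active = fluorescence ratio B-score, a plate-corrected score, at least three library SD, with initial intensity B-score within 5 SD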
#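 Assay system: stable KCNQ1 CHO-K1 line; medium: assay buffer, equal DMSO in all wells; timing: 90 min dye loading and 20 min compound exposure, both at room temperature; technique: kinetic FluxOR thallium fluorescence, 10-s 1-Hz baseline, 110-s post-stimulus read; read-out basis: B score of baseline-normalized fluorescence ratio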
# GSK3 alpha inh – blockers of GSK3A enzyme activity – biochemical, luminescence, cell-free homogeneous, HTS, primary screen; Glycogen synthase kinase-3 alpha (Homo sapiens), P49840; GSK-3 alpha kinase, ADP-Glo luminescence, 60 min; inhibition, % at 10 µM; actives 0.1% (n = 320,000);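 in the data active = inhibition above about 50%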;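 note: GST-tagged GSK-3 alpha with peptide substrate and 25 µM ATP; 0% = DMSO neutral wells and 100% = GW8510 positive control wells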
# PolyA inhibitor – polyadenylation inhibitors in yeast reporter cells, primary screen, luminescence, S. cerevisiae | S. cerevisiae SKY197-pL101 polyadenylation reporter, beta-gal luminescence; efflux-impaired pdr1/pdr3 knockout yeast; score 100 = 6 SD above DMSO | calls only at 12 µM | actives 0.02% (n = 300,000);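 active = lowest replicate activity score at least 50, where 100 means six control SD above control mean; inconclusive = lowest score under 50 but half or more replicates reach 50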;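 note: yeast exposed to compound for 9 h at 30 °C; higher score means more reporter readthrough which indicates perturbed polyadenylation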
# KCNK9 block – KCNK9 potassium channel inhibitors, primary screen, HEK293 cells, thallium flux. actives 1.2% (n = 310,000). FluxOR thallium flux fluorescence; active compounds read low. Potassium channel subfamily K member 9 (Homo sapiens), Q9NPC2. B-score at 10 µM;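 active = ratio B-score over 3 SD below the library mean, with starting fluorescence within 5 SD of its mean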;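 note: negative B-score means less thallium flux so channel inhibition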
# Active calls of the source: *; i = inactive; ? = inconclusive; · = no result given; & = joins results of further samples.
SMILES,KCNK3 block,GSK3B inh,KCNQ1 block,hERG protect,HDAC3 inh,Dyrk1A ADPGlo,RGS4 pot,KCNQ1 act,GSK3 alpha inh,PolyA inhibitor,KCNK9 block
O=C(OCC1CC(c2ccccn2)=NO1)c1ccc(Br)cc1 (centres undefined),i,0,i,-5,?,7,i,i,-8,i,i
N#C/C(=N\Nc1ccc([N+](=O)[O-])cc1)C(=N)N1CCOCC1,i,-15,i,2,-1,2,i,i,21,i,i
O=C(CNC(=O)c1ccccc1F)NCCCN1CCCC1=O,i,-2,i,-5,0,-5,i,i,0,i,i
Cc1c(C(=O)Nc2ccccc2)c2ccc(C(F)(F)F)cc2n1O,i,2,i,3,7,·,i,i,0,i,i
CCOC(=O)C1(C)NC(c2ccc(N(C)C)cc2)C2C(=O)N(c3ccc(OC)cc3)C(=O)C21 (centres undefined),i,0,i,-17,-8,-1,i,i,0,i,i
Cc1onc(-c2c(F)cccc2Cl)c1C(=O)Nc1sc2c(c1C#N)CCC(C(C)(C)C)C2 (centres undefined),i,0,i,-1,-5,2,i,i,·,i,i
O=C1CC(c2cc(Br)ccc2F)c2cc3c(cc2N1)CCC3 (centres undefined),i,0,i,-9,0,2,i,i,0,i,i
O=C(Nc1ccccn1)NC1CCCCC1,i,0,i,-12,1,6,i,i,-8,i,i
O=C(COc1ccccc1Cl)NCCCNC(=O)c1cccnc1,i,6,i,-10,1,-4,i,i,0,i,i
c1ccc(-c2nc(CSc3n[nH]c(-c4cccs4)n3)cs2)cc1,i,-1,i,-13,-6,8,i,i,-2,i,i
CN(C)C1=NCC(CSC(=N)N)S1 (centres undefined),i,5,i,-12,-9,-2,i,i,-1,·,i
CC(c1ccccc1C(O)(c1ccccc1)c1ccccc1)N(C)C (centres undefined),i,-3,i,-2,2,4,i,14*,-2,i,i
CCOc1ccc(-c2noc(COC)n2)cc1OC,i,2,i,-4,1,-6,i,i,-1,·,i
CC(C)CC1=NC(C(F)(F)F)(C(F)(F)F)c2c(n(CC(C)C)c(=O)[nH]c2=O)N1,i,-2,i,-3,-9,2,i,i,0,i,i
N#Cc1ccc(N/N=C/c2ccccc2)c([N+](=O)[O-])c1,i,0,i,-11,-1,·,i,i,-2,i,i
CN(C)S(=O)(=O)c1cccc(NC(=O)c2cc(-c3cccs3)nn2-c2ccccc2)c1,i,-7,i,-14,8,-3,i,i,-2,i,i
COc1ccc(NC(=O)c2ccc(CNc3c(NC4CCCCC4)c(=O)c3=O)cc2)cc1OC,i,-3,i,-1,-1,6&2,i,i,-1,i,i
Cn1cnnc1SCC(=O)Nc1ccccc1C(=O)NC1CCCC1,i,1,i,-9,2,1,i,i,-7,i,i
CN(C)c1cc[n+](CC(=O)Nc2ccc(Oc3ccccc3)cc2)cc1,i,-3,i,-12,-4,0,-9.1*,i,-1,i,i
Cc1ccc(S(=O)(=O)N(CC(=O)N2CCC(C(N)=O)CC2)Cc2ccc(F)cc2)cc1,i,1,i,-2,-5,-2,i,i,-1,i,i

# One compound at a time, from the list above:
# c1ccc(-c2nc(CSc3n[nH]c(-c4cccs4)n3)cs2)cc1 as listed: KCNK3 block: i; GSK3B inh: -1; KCNQ1 block: i; hERG protect: -13; HDAC3 inh: -6; Dyrk1A ADPGlo: 8; RGS4 pot: i; KCNQ1 act: i; GSK3 alpha inh: -2; PolyA inhibitor: i; KCNK9 block: i
# O=C(CNC(=O)c1ccccc1F)NCCCN1CCCC1=O as listed: KCNK3 block: i; GSK3B inh: -2; KCNQ1 block: i; hERG protect: -5; HDAC3 inh: 0; Dyrk1A ADPGlo: -5; RGS4 pot: i; KCNQ1 act: i; GSK3 alpha inh: 0; PolyA inhibitor: i; KCNK9 block: i
# O=C(COc1ccccc1Cl)NCCCNC(=O)c1cccnc1 as listed: KCNK3 block: i; GSK3B inh: 6; KCNQ1 block: i; hERG protect: -10; HDAC3 inh: 1; Dyrk1A ADPGlo: -4; RGS4 pot: i; KCNQ1 act: i; GSK3 alpha inh: 0; PolyA inhibitor: i; KCNK9 block: i

# An excerpt of these results, with two lines to a compound:
# The line under a structure holds: KCNK3 block	GSK3B inh	KCNQ1 block	hERG protect	HDAC3 inh	Dyrk1A ADPGlo	RGS4 pot	KCNQ1 act	GSK3 alpha inh	PolyA inhibitor	KCNK9 block
CC(c1ccccc1C(O)(c1ccccc1)c1ccccc1)N(C)C (centres undefined)
    i	-3	i	-2	2	4	i	14*	-2	i	i
Cn1cnnc1SCC(=O)Nc1ccccc1C(=O)NC1CCCC1
    i	1	i	-9	2	1	i	i	-7	i	i

# Other results.
SMILES,KCNK3 block,GSK3B inh,KCNQ1 block,hERG protect,HDAC3 inh,Dyrk1A ADPGlo,RGS4 pot,KCNQ1 act,GSK3 alpha inh,PolyA inhibitor,KCNK9 block
CCn1c(SCC(=O)Nc2ccc(C(C)=O)cc2)nc2ccccc21,i,4,i,-10,5,-10,i,i,-1,i,i
O=C(Nc1nnc(C2=COCCO2)o1)c1cccc([N+](=O)[O-])c1,i,2,i,-6,-7,-2,i,i,0,i,i
COc1cccc(NC(=O)CSc2nc3ccccc3cc2Cc2ccccc2)c1,i,2,i,-6,-1,6,i,i,-1,i,i
COc1ccccc1N1CCN(C2CCN(C(=O)c3cccs3)CC2)CC1,i,-3,i,-7,6,7,i,i,-2,i,i
CS(=O)(=O)Oc1ccc(/C=N/NC(=O)c2ccncc2)cc1,i,-6,i,-7,0,6,i,i,0,i,i
CC(C)CC(O)(CC(C)C)C(=O)NNc1ccccc1,i,4,i,-3,6,5,i,i,-2,i,i
CCCn1c(N2CCN(CC(=O)c3c(C)n(C)c4ccccc34)CC2)nc2c1c(=O)[nH]c(=O)n2C,i,-3,i,-6,3,5,i,i,0,i,i
COc1cc(CO)cc(Br)c1OCC(=O)Nc1cccc2ccccc12,i,2,i,-21,2,-9,i,i,-2,i,i
COc1ccc(OC)c(-n2nnnc2SCC(=O)Nc2ccccc2N2CCOCC2)c1,i,-1,i,-11,-3,11,i,i,-3,i,i
COc1ccc(S(=O)(=O)N(CC(=O)NCc2cccnc2)Cc2ccccc2)cc1,i,2,i,-14,1,3,i,i,0,i,i
O=C(Nc1ccccc1Sc1ccccc1)c1ccccc1,i,1,i,-9,-2,-5,i,i,-1,i,-7.7*
C=CCn1c(SCc2ccccc2C#N)nnc1-c1cc(Br)ccc1O,i,-6,i,-26,2,2,i,i,-1,i,i
O=C(CSc1nnnn1-c1ccccc1)N1CCc2ccccc2C1,i,0,i,-15,-5,-4,i,i,-4,·,i
O=C(COc1ccccc1Cl)Nc1ccccc1C(=O)Nc1cccc(C(=O)O)c1,i,-1,i,-14,-9,3,i,i,-1,i,i
COc1ccc(N2C(=O)C3CCCN3C2c2cccc(C)c2)cc1Cl (centres undefined),i,1,i,-6,-1,6,i,i,-1,i,i
O=C(NCc1cccnc1)C1CCN(c2ccc(S(=O)(=O)N3CCOCC3)cc2Cl)CC1,i,2,i,-6,-7,1,i,i,-2,i,i
C/C(CC(=O)Nc1ccc(Cl)cc1C(F)(F)F)=N\NC(N)=S,i,7,i,-3,0,·,i,i,-1,i,i
CC1=C(C#N)C(=O)N(C2CCS(=O)(=O)C2)C(=O)/C1=C\c1ccc(C)o1 (centres undefined),·,5,7*,-20,1,·,i,i,-3,i,-6.9*
Cc1nn2c(CN(C(=O)COc3ccccc3)c3ccccc3)nnc2c2ccccc12,i,-2,i,-13,·,-7,i,i,·,i,i
CN(C)Cc1nc2ccccc2c(=O)n1CC(=O)Nc1cccc(S(=O)(=O)N2CCOCC2)c1,i,-2,i,-4,-4,-3,i,i,0,i,i
C=CCn1c(SCC(N)=O)nnc1-c1cccc(Br)c1,i,-4,i,-6,3,1,i,i,1,i,i
c1ccc2c(c1)oc1c(Nc3ccc4c(c3)OCO4)ncnc12,i,4,i,-9,-11,15,i,i,0,i,i
Cc1cnc(NC(=O)c2ccncc2)s1,i,13,i,-10,4,·,i,i,0,i,i
COc1ccc(CC(=O)Nc2nc(-c3ccc(F)c(F)c3)cs2)cc1,i,3,i,-8,9,-2,-10*,i,-4,i,i
Cc1ccc(S(=O)(=O)Oc2ccccc2/C=N/NC(=O)c2nn(C)cc2[N+](=O)[O-])cc1,i,4,i,-9,-5,-8,i,i,-1,i,i
O=C1CCCc2c1cc(C(=O)NCc1ccco1)c(=O)n2-c1ccccc1,i,-2,i,-8,5,3,i,i,-5,i,i
COc1ccc(Br)cc1S(=O)(=O)n1nc(C)cc1C,i,3,i,-4,-9,4,i,i,-1,i,i
COc1ccc(S(=O)(=O)N(C)Cc2cccs2)cc1Br,i,6,i,-10,6,1,i,i,-2,i,i
C=CCN1C(=O)CC(C(=O)NC)SC1=Nc1ccc(C(=O)OCC)cc1 (centres undefined),i,0,i,-6,0,-2,i,i,21,i,i
COc1cccc(C2CC(=O)Nc3cc4c(cc32)CCC4)c1 (centres undefined),i,-1,i,-2,-3,2,i,i,0,i,i
CCOC(=O)c1c(C)n(O)c2ccc(Cl)cc2c1=O,i,-3,i,-11,-14,0,i,i,·,i,i
c1nc(NCCN2CCOCC2)c2c3c(sc2n1)CCCCC3,i,-2,i,-12,·,0,i,i,·,i,i
COC(=O)c1ccccc1NC(=O)c1noc2c1CC(C(C)(C)C)CC2 (centres undefined),i,5,i,-9,4,3,i,i,-2,i,i
CN(C)N=Nc1ccc(-c2cn(Cc3ccccc3)cn2)cc1,i,-2,i,1,2,2,i,i,·,i,i
C/C(=N\NC(=O)CN(c1ccc(C)cc1)S(C)(=O)=O)c1cccs1,i,2,i,-3,-12,3,i,i,-1,i,i

# Only part of the results is shown (hit frequency here may not be typical).
